Cneo AK release = causes C. neoformans cell lysis | adenylate kinase release luminescence, 4 h; normalised: neutral wells 0, clomiphene wells 100 | lysis activity, % at 15 µM | hit rate 0.2% among 360,000 | AID 651654;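 active = mean lysis activity across replicates of at least 80%, whatever share of replicates individually reach that level; inactive = mean lysis activity below 80%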
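Schedule: static 4 h at 37 °C with compound, 1 h detection; system: C. neoformans cells; benchmarks: Clomiphene as positive control; buffer or medium: fresh YPD medium; measure: luminescence rise reflecting yeast cell lysis; measured by: luminescent adenylate kinase detection reagent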
PGC1a acetyl inh = lowers PGC1a acetylation signal in U2OS cells; inhibition, % at 15.6 µM; AlphaScreen anti-acetyl-lysine; with virally co-expressed GCN5 acetyltransferase; hit rate 0.17% among 350,000;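 active = every replicate shows inhibition of at least 40%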;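 note: 0% = neutral control wells and 100% = positive control wells; some results beyond the cut were filed as inactive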
RAD52 inh = RAD52 (human) annealing inhibition | recombinant RAD52 DNA annealing, FRET fluorescence | inhibition, % at 18.7 µM | hit rate 0.46% among 360,000 | AID 651710;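 active = every replicate showing at least 50% inhibition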
E-sel inducer = E-selectin induction on HUVECs; P16581; hit rate 0.37% among 260,000; activation, % at 7.58 µM; HUVEC E-selectin immunofluorescence imaging; normalized: neutral wells 0, TNF-alpha wells 100;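 active = mean E-selectin-positive cell signal at least 10% of the positive control, reached in at least 60% of replicates, without over 20% cell loss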;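 note: in these data hits start at about 27%; measured in HUVEC primary endothelial cells; signal is the percent of cells scored E-selectin positive by PE staining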
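Read-out: % PE-positive cells | Test system: HUVEC | Doses: One compound dose added by pin transfer | Buffer or medium: EGM-2 over gelatin coat | Signal: Immunofluorescence imaging | Benchmarks: TNF-alpha, DMSO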
ERAP1 inh = ERAP1 (human) enzyme inhibition; Q9NZ08; recombinant ERAP1, Leu-AMC fluorescence, 60 min; inhibition, % at 10.7 µM; hit rate 0.15% among 340,000;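 active = mean replicate inhibition of at least 30%, or all replicates individually reaching that 30% level; inactive = mean below 30% and not every replicate reaching it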;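 note: 0% = neutral control wells and 100% = L-leucinethiol positive control wells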
RAD54 inh = inhibitors of human RAD54 branch migration; inhibition, % at 10.4 µM; Q92698; hit rate 0.14% among 360,000; RAD54 Holliday junction branch migration, FAM/BHQ fluorescence;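 active = mean normalized replicate activity at least 40 and at least half of replicates scoring 40 or more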;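 note: 0% = median of neutral control wells and 100% = median of positive control wells; inhibitors cause a drop in the FAM fluorescence signal; in these data hits start at about 50%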
Target sequence (Q92698 whole entry, looked up): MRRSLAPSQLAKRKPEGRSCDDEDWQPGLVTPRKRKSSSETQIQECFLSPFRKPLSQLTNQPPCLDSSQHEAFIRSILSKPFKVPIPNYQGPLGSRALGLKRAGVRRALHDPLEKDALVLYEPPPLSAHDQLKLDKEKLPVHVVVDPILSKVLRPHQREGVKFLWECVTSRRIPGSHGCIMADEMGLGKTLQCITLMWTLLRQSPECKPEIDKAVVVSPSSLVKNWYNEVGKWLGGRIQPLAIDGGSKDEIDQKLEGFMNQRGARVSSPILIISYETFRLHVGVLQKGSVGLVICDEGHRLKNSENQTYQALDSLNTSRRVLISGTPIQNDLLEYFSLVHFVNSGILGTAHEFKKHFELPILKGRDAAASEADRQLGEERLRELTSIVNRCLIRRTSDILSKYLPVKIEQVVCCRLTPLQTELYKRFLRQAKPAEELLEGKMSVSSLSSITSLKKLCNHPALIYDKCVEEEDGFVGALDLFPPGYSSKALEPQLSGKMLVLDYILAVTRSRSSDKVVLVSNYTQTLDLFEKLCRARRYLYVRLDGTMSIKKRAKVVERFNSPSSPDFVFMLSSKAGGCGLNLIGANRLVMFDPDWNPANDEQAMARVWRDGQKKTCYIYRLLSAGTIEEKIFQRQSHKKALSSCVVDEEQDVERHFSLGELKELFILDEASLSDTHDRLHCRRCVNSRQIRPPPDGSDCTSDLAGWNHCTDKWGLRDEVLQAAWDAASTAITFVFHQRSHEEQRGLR
miR122 inh = inhibitors of miR-122 in Huh7 cells; Huh7 miR-122 Renilla luciferase sensor, 48 h; neutral wells = 0, positive control = 100; activation (reporter increase), % at 12.5 µM; hit rate 0.3% among 340,000; AID 602342;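 active = mean replicate activation score at least 90 and every replicate individually at or above 90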;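 note: higher luciferase means less miR-122 activity so hits act as miR-122 inhibitors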
PglD inh = inhibitors of Campylobacter jejuni PglD acetyltransferase. purified PglD enzyme, DTNB colorimetric CoA detection. inhibition, % at 12.5 µM. hit rate 0.098% among 360,000. AID 602405; in the data active = inhibition above about 16%, passing the limit was not always enough; note: strong numbers were not always called active
* marks the source's active call; other numbers are inactive results; · = no result given; [ ] = dose if it differs, or a comment.

Below each compound: Cneo AK release, PGC1a acetyl inh, RAD52 inh, E-sel inducer, ERAP1 inh, RAD54 inh, miR122 inh, PglD inh
> C=CCNc1nc(N)c(C(=O)c2ccc3c(c2)OCO3)s1
→ -4, -19, ·, ·, ·, -8, -13, -10
> S=C(NCc1cccnc1)Nc1ccc(Cl)c(Cl)c1
→ 1, 0, -3, ·, -2, 7, 49, 6
> C=Cc1ccc(CSc2cc(C)nc3nc(C)nn23)cc1
→ 0, 5, -96, 0.0, -2, ·, -1, -1
> COc1ccc(NS(=O)(=O)c2cc(C(=O)N3CCN(C/C=C/c4ccccc4)CC3)ccc2C)cc1
→ -1, 3, -8, 0.0, -3, -3, ·, -3
> CO/N=C/C(C#N)=C/c1ccc(OC)cc1
→ ·, 4, 3, ·, -6, ·, -4, ·
> O=C(Cn1c(S(=O)(=O)Cc2ccccc2)nc2ccccc21)N1CCCCC1
→ 2, -4, -5, -0.3, 1, -2, -10, -2
> CCCSc1nnc2n(-c3ccccc3OC)c(=O)c3c4c(sc3n12)CCC4
→ 9, 9, ·, ·, ·, -17, -4, 3
> CCOC1=C2[C@H](c3ccccc3)N(S(=O)(=O)c3ccc(C)cc3)C[C@H]2n2c(=O)n(-c3ccccc3)c(=O)n2C1
→ -1, -9, 0, 0.0, 0, -8, 63, 8
> N#C[C@H]1[C@@H](c2ccccc2-c2cccc(F)c2)[C@H](CO)N1S(=O)(=O)c1cccc(F)c1
→ ·, -19, 14, -0.1, -3, ·, ·, ·
> Cc1cc(C)n(CC(C)NC(=O)c2cc(COc3ccc(F)c(F)c3)on2)n1 (stereo not drawn)
→ -1, 14, -25, ·, -6, -1, 7, 1
> CC(C)C(NCc1c(Cl)cccc1Cl)C(=O)O (stereo not drawn)
→ -1, -2, -13, ·, 4, -7, -3, -1
> CC(C)CNC(=O)C(=O)N/N=C/c1cccs1
→ -1, 12, ·, ·, ·, 7, -5, 3
> COc1ccc(C(=O)N2CCOCC2)cc1Br
→ 2, 17, ·, 0.0, ·, 2, -2, -3
> Cc1cc(=O)c(C(=O)Nc2cccc(C(=O)NC3CC3)c2)nn1-c1ccccc1
→ 3, -11, -11, -0.2, -3, 1, -11, 4
> CCN(CC)S(=O)(=O)c1ccc2c(c1)c(=O)c(C(=O)NCCN(C)CCc1ccccc1)cn2C
→ 2, 10, ·, ·, ·, -4, -18, -5
> O=C(Nc1ccc(Cl)cn1)c1cccc(S(=O)(=O)N2CCCCCC2)c1
→ -14, -2, -3, 0.0, -1, 7, 2, -2
> OCc1ccccc1-c1cccc2nccn12
→ 2, -10, ·, ·, ·, 2, -1, -1
> O=C(NCC1COc2ccccc2O1)C1CCN(S(=O)(=O)c2cccc3nsnc23)CC1 (stereo not drawn)
→ 4, 58, ·, ·, ·, 7, 3, 4
> COc1ccc(C(=O)NCCn2cc(SCC(=O)NCC3CCCO3)c3ccccc32)cc1 (stereo not drawn)
→ -2, ·, -30, 2.0, 2, -3, ·, ·
> O=C(c1ccccc1)C1CCN(C(=O)c2ccco2)CC1
→ -6, 1, 8, ·, 3, -4, 1, -4
> CC(C)Oc1ccc(C(=O)OCC(=O)NCCNC(=O)COC(=O)c2ccc(OC(C)C)cc2)cc1
→ 0, ·, -2, -0.8, -2, 1, ·, 2
> CCCc1nnc(NC(=O)c2nc(S(=O)(=O)Cc3cccc(C)c3)ncc2Cl)s1
→ -1, ·, -10, ·, -2, 0, -1, 4
> O=S(=O)(N[C@@H]1CC[C@H](CCn2cc(-c3cccnc3)nn2)O[C@@H]1CO)c1ccc(Cl)cc1
→ -1, -3, -13, 0.1, -3, -13, ·, -2
> Cc1noc(C)c1NC(=O)N(C)C[C@@H]1Oc2ccc(N(C)C)cc2C(=O)N([C@@H](C)CO)C[C@H]1C
→ -1, -10, -1, -6.8, 0, 0, 0[16.7 µM], -7
> CCC(=O)N(C)C[C@@H]1Oc2cc(C#CCC(C)C)ccc2S(=O)(=O)N([C@@H](C)CO)C[C@H]1C
→ 2, -9, 15, 0.7, -1, -17, 14[16.7 µM], 3
> Cc1cc(Cl)ccc1OCC(=O)Nc1ccncc1
→ -2, -2, -6, -0.1, -1, 11, 2, -1
> Cc1cc(C)n2nc(CNS(=O)(=O)c3ccc(CC(C)C)cc3)nc2n1
→ 4, ·, -7, 0.0, 7, -10, ·, 4
> CCCCn1c(Oc2ccc(C(=O)OC)cc2)nc2c1c(=O)n(C)c(=O)n2C
→ 0, -7, ·, ·, ·, -13, -2, 1
> O=S(=O)(NCc1ccccn1)C(F)(F)F
→ -5, 14, -18, -0.3, 0, -11, 1, 2
> COc1ccc(S(=O)(=O)n2nc(OC(=O)C3CCCCC3)cc2N)cc1
→ 1, -8, ·, ·, ·, -1, 10, -3
> CC(C)CC(c1nnnn1CC1CCCO1)N1CCN(C2CCCC2)CC1 (stereo not drawn)
→ 2, -2, ·, ·, ·, -2, 4, -3
> O=C(CCC1CCCN(C(=O)c2cc(F)ccc2F)C1)N1CCN(c2ccccn2)CC1 (stereo not drawn)
→ 1, 3, -125, -0.1, -8, 2, -1, -1
> COc1ccc(S(=O)(=O)/N=C2\C=C(NS(=O)(=O)c3ccccc3)C(=O)c3ccccc32)cc1
→ -2, 1, -7, 0.1, 6, -22, 23, -2
> C/C(CCC(C)C)=N\NC(=S)Nc1cc(S(=O)(=O)N2CCOCC2)ccc1N1CCOCC1
→ ·, 7, -38, 5.3, -4, ·, ·, ·
> O=C(NCCCO)c1ccc2nc(-c3ccco3)c(-c3ccco3)nc2c1
→ ·, ·, 23, 4.1, 11, ·, 0, ·
> COc1ccccc1CCNC(=O)C(=O)NCC1OCCCN1S(=O)(=O)c1ccc(F)cc1C (stereo not drawn)
→ 2, ·, -17, 0.0, -1, 0, -4, -2
> Cc1ccc(C)c(OCCOCCN2CC(C)OC(C)C2)c1C (stereo not drawn)
→ 2, -8, ·, ·, ·, -11, -6, 2
> Cc1noc(C(=O)N2CCN(c3ccccc3)CC2)c1Cl
→ 1, 23, 3, -0.1, 1, -3, 0, -6
> NN=C(NN=Cc1ccccc1)c1ccccc1
→ ·, 1, -13, 0.2, -2, ·, 2, ·
> O=C(COC(=O)C1CC1)Nc1cccc(Cl)c1
→ 0, -2, -6, ·, -3, -11, 6, -4
> Cc1ccccc1NC(=O)COC(=O)[C@@H]1CCCN1C(=O)c1cccs1
→ 1, 0, 5, -0.1, -3, 7, -6, 3
> Cc1c(CCC(=O)O)c(=O)oc2cc3oc4c(c3cc12)CCCC4
→ ·, 4, -13, 0.2, 23, ·, -6, ·
> Cc1c(C(=O)Nc2cccc3cccnc23)oc2ccccc12
→ 0, 14, ·, ·, ·, -6, 8, -1
> O=C(O)c1cc(-c2ccc3c(c2)OCO3)nc2ccccc12
→ -2, -93, ·, ·, ·, -15, -4, 10
> Cc1cc(OCCCC(=O)NC2=NCCS2)ccc1Cl
→ 4, -14, ·, ·, ·, 3, -5, 2
> CCN(CC(=O)Nc1cc(Cl)ccc1C)C(=O)CN1C(=O)NC2(CCCC2)C1=O
→ -1, ·, 0, 0.0, 1, 3, -8, -4
> Cc1ccc(S(=O)(=O)NCC(=O)OC(C)C(=O)c2ccccc2)cc1 (stereo not drawn)
→ 3, ·, 10, 0.2, 3, 4, ·, -3
> Cc1c(NC(=O)COC(=O)C2(c3ccc(F)cc3)CCCC2)c(=O)n(-c2ccccc2)n1C
→ ·, -1, -6, -0.4, -4, ·, ·, ·
> CCN(C(=O)COC(=O)c1ccc2c(c1)OCO2)c1ccccc1
→ -1, 2, -10, 0.1, -2, -2, -5, -4
> CCCN1C(=O)c2ccc(C(=O)Nc3cc(C)ccc3O)cc2C1=O
→ -4, 5, -1, ·, 3, 6, 9, 4

(more compounds)
Below each compound: Cneo AK release, PGC1a acetyl inh, RAD52 inh, E-sel inducer, ERAP1 inh, RAD54 inh, miR122 inh, PglD inh
> COc1cccc2c(=O)n(CC(=O)Nc3ccccc3)ccc12
→ 1, -5, -12, -0.2, -5, 9, -1, -4
> O=c1[nH]ncn1-c1cccc(C(F)(F)F)c1
→ -3, 1, ·, ·, ·, -9, -2, 0
> Cc1ccc(S(=O)(=O)N2C[C@@H](O)COC[C@@H]3O[C@H](CC(=O)NCCCN(C)C)CC[C@H]32)cc1
→ 1, 9, 10, -0.1, -2, -1, 8[16.7 µM], 2
> O=C(Nc1ccc(Cc2ccncc2)cc1)c1ccc(N2CCOCC2)c([N+](=O)[O-])c1
→ -1, 9, -11, 6.8, ·, -4, 1, 5
> COc1cc(/C=N/Nc2cc(C)nc(NS(=O)(=O)c3ccccc3)n2)ccc1O
→ 0, 11, -17, ·, 0, -9, 15, -3
> COC(=O)Cc1c(C)c2ccc(OCC(=O)N(C)C3CCS(=O)(=O)C3)cc2oc1=O (stereo not drawn)
→ -2, 4, -6, ·, -4, -4, -7, -1
> COC(=O)CSc1nsc(SCC(=O)OC)c1C#N
→ -3, 5, ·, ·, ·, -9, 2, 0
> COc1cc([N+](=O)[O-])ccc1NC(=O)CCCOc1cccc(C)c1C
→ 0, 5, ·, ·, ·, -3, 1, -4
> O=C(NC1CCCC1)C1CCN(C(=O)c2ccccc2Cl)CC1
→ 2, 10, -5, ·, -1, 6, -19, 0
> CC1CC(C)CN(S(=O)(=O)c2cc3c(cc2Cl)NC(=O)CO3)C1 (stereo not drawn)
→ 1, ·, -30, -0.1, 0, 4, -3, -4

3 entries already listed, ordered by molar mass, ascending:
Below each compound: Cneo AK release, PGC1a acetyl inh, RAD52 inh, E-sel inducer, ERAP1 inh, RAD54 inh, miR122 inh, PglD inh
> O=c1[nH]ncn1-c1cccc(C(F)(F)F)c1
→ -3, 1, ·, ·, ·, -9, -2, 0
> COc1cccc2c(=O)n(CC(=O)Nc3ccccc3)ccc12
→ 1, -5, -12, -0.2, -5, 9, -1, -4
> O=C(Nc1ccc(Cc2ccncc2)cc1)c1ccc(N2CCOCC2)c([N+](=O)[O-])c1
→ -1, 9, -11, 6.8, ·, -4, 1, 5

Following part:
Below each compound: Cneo AK release, PGC1a acetyl inh, RAD52 inh, E-sel inducer, ERAP1 inh, RAD54 inh, miR122 inh, PglD inh
> CC1CN(S(=O)(=O)c2ccc(C(=O)Nc3nnc(-c4ccccn4)o3)cc2)CC(C)O1 (stereo not drawn)
→ 1, -2, -6, ·, -4, -2, -4, 2
> CCCC(=O)N1C[C@H]2[C@@H](c3ccccc31)[C@H](CO)N2C(=O)CC1CC1
→ -3, -5, -6, -0.2, ·, 13, 0[16.7 µM], -4
> CN(Cc1ccccc1F)C(=O)c1ccc(Oc2ccccc2)cc1
→ -1, -5, -17, 0.1, 1, -6, 10, -2
> CC1(Cc2cccc(C(F)(F)F)c2)C(=O)Nc2c(Cl)cccc21 (stereo not drawn)
→ -2, ·, -11, -0.3, -2, 2, 4, 8
> O=C(CCCCCn1c(=S)[nH]c2cc3c(cc2c1=O)OCO3)N1CCN(C(=O)c2ccco2)CC1
→ 0, ·, ·, ·, ·, 4, -9, 2
> CNc1snc(C)c1C(=O)OCC(=O)c1cc(F)ccc1OC
→ 1, 4, -22, ·, 3, 6, 8, -1
> C[C@@H]1CN([C@H](C)CO)S(=O)(=O)c2ccc(-c3ccc(C(=O)N(C)C)cc3)cc2O[C@H]1CN(C)C(=O)C1CCOCC1
→ 0, 1, -10, -0.1, 1, -12, 15[16.7 µM], -4
> C[C@@H]1CN([C@H](C)CO)C(=O)c2cc(NC(=O)Nc3ccccc3)ccc2O[C@@H](C)CCCCO[C@@H]1CN(C)C
→ 41, -1, 10, 0.1, 2, 2, 0[16.7 µM], -2

Looked up above.
Value for C[C@@H]1CN([C@H](C)CO)C(=O)c2cc(NC(=O)Nc3ccccc3)ccc2O[C@@H](C)CCCCO[C@@H]1CN(C)C under PglD inh: -2
Value for CC1CN(S(=O)(=O)c2ccc(C(=O)Nc3nnc(-c4ccccn4)o3)cc2)CC(C)O1 (stereo not drawn) under Cneo AK release: 1

High-throughput results from PubChem.
